# Screens (PubChem)
# All columns: NCI-60 one-dose screen, growth in % after 48 h at 10 µM unless noted; 100 = growth as untreated, 0 = no growth, -100 = all killed.
# MDA-MB-468 = MDA-MB-468 breast cancer | AID 2202374 | 78,000 compounds, 8.5% hits
# MDA-MB-231 = MDA-MB-231 breast cancer | 81,000 compounds, 5% hits
# MCF7 = MCF7 breast cancer | AID 1794796 | 82,000 compounds, 6.3% hits
# HS 578T = HS 578T breast cancer; 78,000 compounds, 4.1% hits
# T-47D = T-47D breast cancer | AID 1794792 | 79,000 compounds, 5% hits
# MALME-3M = MALME-3M melanoma. 78,000 compounds, 5.8% hits. AID 1794766
# LOX IMVI = LOX IMVI melanoma | 79,000 compounds, 7.4% hits | AID 1794757
# BT-549 = BT-549 breast cancer; 78,000 compounds, 4.4% hits; AID 1794793
# * = called active by the depositor; . = no result given; & = joins results of further samples; [ ] = another dose, or the depositor's remark. How the source made its calls: active means growth percent below 10; inactive means the rest.
SMILES,MDA-MB-468,MDA-MB-231,MCF7,HS 578T,T-47D,MALME-3M,LOX IMVI,BT-549
CN(C)C=Nc1nc(=O)n([C@@H]2O[C@H](CO)[C@@H](O)C2(F)F)cc1F,74,82,43,93,85,69,100,66
COc1ccc(-n2nnc(N)c2-c2cc(OC)c(OC)c(OC)c2)cc1,92,96,72,75,100,100,106,90
CCC1CN2C(=N1)c1ccccc1-c1cc(Cl)ccc12 (stereo unspecified),-7.8*,48,4.6*,89,22,-4.6*,2.8*,43
COc1cc2c(cc1OC)C1=NN(C(=O)Nc3c(C)cccc3C)C(c3ccccc3Cl)C1C2 (stereo unspecified),95,111,89,.,89,127,100,110
Clc1ccc2c(c1)C=C1CCCCC3=Cc4cc(Cl)ccc4OC13O2,104,101,95,108,102,109,102,99
O=C(/C=C/c1ccccc1[N+](=O)[O-])c1cc2ccccc2oc1=O,125,103,101,99,92,104,103,100
COc1cccc(C2CC(=O)Nc3c2cnn3Cc2ccco2)c1 (stereo unspecified),94,95,95,102,104,102,.,102
Cc1nc(N)nc2c1CCC(O)S2 (stereo unspecified),71,97,18,74,87,96,61,100
CNC(=S)NC(C)(C)C,111,.,97,104,.,97,105,90
CCOC(=O)C1O[N+]([O-])=C(c2ccc(OC)cc2)C1c1cc(OC)c(OC)c(OC)c1 (stereo unspecified),99,101,98,102,87,106,100,101
CCOC(=O)NC(=O)/C(C#N)=C\Nc1ccccc1,97,100,93,97,91,105,79,99
C=CCNc1nc(O)c(/C=C2\C=Nc3ncccc32)s1,1.0*,20,3.5*,-15*,-8.7*,40,0.6*,-30*
CCOC(=O)C1=C(C)C(Cl)=N/C1=C\c1[nH]c(Cl)c(C)c1C(=O)OCC,102,93,90,103,95,107,94,91
COc1ccc(-n2c(-c3csc(NC(C)=O)n3)n[nH]c2=S)c(OC)c1,99,103,101,91,97,.,97,86
O=C1C(Br)CCCCCCCCCC1Br (stereo unspecified),97,114,106,95,90,101,84,96
Clc1ccc(/C=N\N=C\c2ccc(Cl)c(Cl)c2)cc1Cl,79,81,73,106,90,125,72,74
Cc1c(C(=O)N[C@@H](Cc2ccccc2)C(=O)C(=O)NCc2ccccc2)oc2cc(O)c(O)cc2c1=O,104,97,97,111,106,107,104,120
CCOC(=O)N1CC(C)N(CC(O)CN2CCOCC2)CC1C (stereo unspecified),104&112,108&103,100&108,108&127,96&102,113&121,85&66,108&116
CC(=O)[C@H]1CC[C@H]2[C@@H]3C[C@H](C)C4=CC(=O)CC[C@]4(C)[C@H]3C(=O)C[C@]12C,106,108,99,103,88,109,92,98
Cc1nc2sccn2c1-c1nnc(SCC(C)C)o1,4.5*,87,37,89,59,98,91,89
CC(O)COC(C)C (stereo unspecified),106,130,96,98,98,.,101,94
CCOC(=O)c1c2c(n3ccccc13)C(=O)c1ncccc1C2=O,81,13,5.1*,53,42,18,0.6*,32
Cc1ccccc1C(=O)N(C(C)C)C(C)C,94,108,96,84,88,108,98,96
O=C1/C(=C/N2N=C(c3ccc4ccccc4c3)CC2c2ccccc2O)SC(=S)N1c1cccnc1 (stereo unspecified),7.5*,53,17,13,45,79,28,6.4*
c1ccc2cc(C[n+]3ccn(CCCCCCn4cc[n+](Cc5ccc6ccccc6c5)c4)c3)ccc2c1,10,84,50,68,38,11,67,9.7*

# Later entries:
SMILES,MDA-MB-468,MDA-MB-231,MCF7,HS 578T,T-47D,MALME-3M,LOX IMVI,BT-549
COc1ccccc1NC(=O)Nc1ccc(-c2nc3ccccc3[nH]2)cc1,104,76,88,82,79,98,90,98
O=C(O)C1CC2(Br)C(Br)=C(Br)C1(Br)C2(Br)Br (stereo unspecified),99,101,96,90,90,99,96,100
O=C(O/C(=C/c1ccccc1)C(F)(F)F)c1ccccc1,109,95,102,116,101,118,99,105
O=C1CCN=C2C=CC(C(F)(F)F)=CN12,117,112,97,114,87,102,96,103
C#CCOc1ccc2ncnc(Nc3cccc(CNC(=O)C=C)c3)c2c1,89[8.25 µM],101[8.25 µM],87[8.25 µM],92[8.25 µM],88[8.25 µM],109[8.25 µM],97[8.25 µM],96[8.25 µM]
COc1ccc(-c2cc(-c3cc(OC)ccc3OC)nc(SC)c2C#N)cc1,102,69,85,71,69,84,77,70
O=C1CCC(C(=O)NNc2ccccn2)N1 (stereo unspecified),104,114,98,105,101,108,98,106
C=C(C)[C@@H]1CC[C@]2(C=O)CC[C@]3(C)[C@H](CC[C@@H]4[C@@]5(C)CC[C@H](NC=O)C(C)(C)[C@@H]5CC[C@]43C)[C@@H]12,113,109,92,101,93,104,.,94
CCOC(=O)c1c2c(cn1Cc1cc(OC)ccc1OC)-c1oncc1CC2,72,84,55,89,.,92,83,84
COc1ccc(-c2nc(SCC(=O)Nc3nc4ccc(C)cc4s3)[nH]c(=O)c2C#N)cc1,98,113,99,98,100,101,90,103
COc1ccc(-c2nc(SCc3nc4ccccc4[nH]3)nc(Nc3ccc(C)cc3)c2C#N)cc1,99,90,94,89,93,94,97,104
CCN(CC)Cn1c2ccccc2c2ccccc21,111,110,93,.,110,109,104,96
CNC(=O)c1cc(N2CCc3cc(NC(=O)Nc4ccc(N5CCOCC5)c(C(F)(F)F)c4)ccc32)ccn1,50,48,12,-0.5*,28,26,12,-13*
O=C(COc1cccc2cccnc12)Nc1ccc(C(=O)/C=C/c2cccc3ccccc23)cc1,81,91,27,110,80,109,49,80
CC[C@@H](C)/C=C(C)/C=C/C(=O)c1c(O)c(-c2ccc(O)cc2)cn(OC2CC(=O)CCC(C)OC(=O)CC2O)c1=O (stereo partly specified),-30*,43,22,35,26,.,2.2*,15
O=C1CSC(c2ccc(Cl)cc2Cl)N1n1cnnc1 (stereo unspecified),100,111,94,95,102,109,98,107
COC(=O)C(N)Cc1c[nH]c2ccccc12 (stereo unspecified),108,107,99,109,81,106,99,100
FC(F)(F)c1cccc(/C=C/c2nn3c(-c4ccccc4Br)nnc3s2)c1,60,92,35,96,76,104,104,102
CC(=O)[C@H]1CC[C@H]2[C@@H]3CCC4=CC(=O)CC[C@]4(C)[C@H]3C=C[C@]12C,91,102,107,31,61,90,95,82
CCCC(=O)Nc1ccccc1C,120,99,96,110,93,114,107,.
CCN1CCN(c2cc(C)c3cc(NC(=O)c4ccc(OC)c(OC)c4)ccc3n2)CC1,1.9*,48,18,33,58,40,33,42
Cc1ccc(S(=O)(=O)CCC(=O)Nc2ccc(S(N)(=O)=O)cc2)cc1,103,116,109,106,92,106,99,.
CCOC(=O)C(CC)(CC(C)c1ccccc1)C(=O)OCC (stereo unspecified),90,100,94,107,107,103,104,109
O=S(=O)(NCCCNc1nccc(-c2c(-c3cccc(F)c3)nc3sccn23)n1)c1ccc(Cl)cc1,64,78,62,95,26,107,60,85
COc1ccc(CCc2ccc3cc(OC)ccc3n2)cc1,90,110,100,118,81,.,99,102

# 15 structures already listed, arranged by molar mass, ascending:
SMILES,MDA-MB-468,MDA-MB-231,MCF7,HS 578T,T-47D,MALME-3M,LOX IMVI,BT-549
CCCC(=O)Nc1ccccc1C,120,99,96,110,93,114,107,.
O=C1CCN=C2C=CC(C(F)(F)F)=CN12,117,112,97,114,87,102,96,103
COC(=O)C(N)Cc1c[nH]c2ccccc12 (stereo unspecified),108,107,99,109,81,106,99,100
O=C1CCC(C(=O)NNc2ccccn2)N1 (stereo unspecified),104,114,98,105,101,108,98,106
CCN(CC)Cn1c2ccccc2c2ccccc21,111,110,93,.,110,109,104,96
CCOC(=O)C(CC)(CC(C)c1ccccc1)C(=O)OCC (stereo unspecified),90,100,94,107,107,103,104,109
O=C1CSC(c2ccc(Cl)cc2Cl)N1n1cnnc1 (stereo unspecified),100,111,94,95,102,109,98,107
COc1ccccc1NC(=O)Nc1ccc(-c2nc3ccccc3[nH]2)cc1,104,76,88,82,79,98,90,98
CCOC(=O)c1c2c(cn1Cc1cc(OC)ccc1OC)-c1oncc1CC2,72,84,55,89,.,92,83,84
CCN1CCN(c2cc(C)c3cc(NC(=O)c4ccc(OC)c(OC)c4)ccc3n2)CC1,1.9*,48,18,33,58,40,33,42
FC(F)(F)c1cccc(/C=C/c2nn3c(-c4ccccc4Br)nnc3s2)c1,60,92,35,96,76,104,104,102
COc1ccc(-c2nc(SCC(=O)Nc3nc4ccc(C)cc4s3)[nH]c(=O)c2C#N)cc1,98,113,99,98,100,101,90,103
O=S(=O)(NCCCNc1nccc(-c2c(-c3cccc(F)c3)nc3sccn23)n1)c1ccc(Cl)cc1,64,78,62,95,26,107,60,85
CC[C@@H](C)/C=C(C)/C=C/C(=O)c1c(O)c(-c2ccc(O)cc2)cn(OC2CC(=O)CCC(C)OC(=O)CC2O)c1=O (stereo partly specified),-30*,43,22,35,26,.,2.2*,15
O=C(O)C1CC2(Br)C(Br)=C(Br)C1(Br)C2(Br)Br (stereo unspecified),99,101,96,90,90,99,96,100

# Later entries
SMILES,MDA-MB-468,MDA-MB-231,MCF7,HS 578T,T-47D,MALME-3M,LOX IMVI,BT-549
COc1cc(-c2nc3ccc(-c4nnc(SCC(=O)Nc5ccc(C(=O)/C=C/c6ccccc6)cc5)o4)cc3[nH]2)cc(OC)c1OC,115,96,55,91,85,97,78,81
O=C1C=C(Sc2ccc3ccccc3c2)C(=O)c2ccccc21,103,75,81,.,68,115,89,98
CCN(CC)c1ccc(/C=N/NC(=O)c2ccc(Nc3ccnc(C(F)(F)F)c3)cc2)c(O)c1,8.4*,24,14,65,-2.7*,14,-25*,-2.7*
Cn1nc(NC(=O)C(F)(F)F)c2nccnc21,105,112,88,106,99,94,93,121
Cc1cc(O)ccc1Sc1ccccc1[N+](=O)[O-],95,106,118,80,99,80,84,93
Cc1[nH]c(C(=O)Nc2ccc(C(N)=O)cc2OCCN2CCOCC2)c(Cl)c1Cl,106,106,101,103,98,104,103,94
CS(=O)(=O)Nc1ccc(-c2ccc3c(c2)ncn3-c2ccc(NC(=O)Nc3ccc(Cl)c(C(F)(F)F)c3)cc2)cc1,-51*,-85*,-78*,-33*,-31*,-81*,-97*,-84*
ClNc1nc(NCl)nc(NCl)n1,99,111,98,103,107,122,97,118
COc1cc(C(=O)C[n+]2ccc3ccccc3c2)cc(OC)c1OC,98,93,96,94,96,92,97,107
CC1=CC=C(NC(=O)/C=C/c2ccccc2)CC1Nc1nccc(-c2cccnc2)n1 (stereo unspecified),3.1*,51,18,45,48,45,41,74
CCCCCCCCCCCCN(C)CCCCCCCCCCCC,99,93,105,101,99,104,.,97
N/C(=N\c1nc2ccccc2[nH]1)NC(=O)Cc1cccc2ccccc12,80,85,59,84,71,68,81,85
COC(=O)CC(=O)c1ccc(C)cc1,102,106,95,105,86,96,97,96
O=C(Nc1ccc(F)cc1)NC(Cc1ccccc1)C(=O)O (stereo unspecified),105,110,106,101,99,115,102,103
COc1ccc(C[C@H](N)C(=O)N[C@@H]2[C@@H](CO)OC(n3cnc4c(N(C)C)ncnc43)[C@@H]2O)cc1 (stereo partly specified),-71*,-10*,-7.0*,12,-8.7*,-78*,-62*,-72*
O=[N+]([O-])c1cc(/C=N/N2CCCCCC2)ccc1Cl,100&98,101&98,97&101,115&108,88&89,91,96&96,58&97
CCCCOCc1ccc(OC)cc1,106,94,100,103,98,117,103,103
S=C(Nc1ccccc1)Oc1ccc(-c2cssc2=S)cc1,93,92,81,100,65,87,90,101
CCCC1(C=O)NC(=O)NC1=O (stereo unspecified),93,103,97,94,92,105,101,99
OC1CCN(CCCOc2c3ccc(Cl)cc3nc3c2oc2ccccc23)CC1,-44*,-15*,-32*,-6.8*,11,-81*,-86*,-2.7*
COc1ccc2c(c1)c(-c1nc(N)nnc1-c1c[nH]c3ccc(Br)cc13)cn2C,28,92,67,96,76,59,88,81
O=C1C=CC(=O)N1c1ccccc1,106,79,106,103,100,101,.,97
